Dyrk1A ADPGlo – inhibitors of rat Dyrk1A kinase. ADP-Glo luminescence, NFATc1 peptide. inhibition, % at 12.5 µM. 310,000 compounds, 0.43% hits. AID 504441; in the data active means inhibition above about 50%;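 further: plate controls were vehicle with enzyme for no effect and no enzyme for full effect; many of its hits are not listed in these tables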
GSK3A inh – inhibitors of human GSK-3 alpha kinase; inhibition, % at 10 µM; P49840; 320,000 compounds, 0.1% hits; AID 2650; ADP-Glo luminescence, 60 min;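 in the data active means inhibition above about 50%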;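 further: GST-tagged GSK-3 alpha with peptide substrate and 25 µM ATP; 0% = DMSO neutral wells and 100% = GW8510 positive control wells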
Target sequence (P49840 whole entry, looked up): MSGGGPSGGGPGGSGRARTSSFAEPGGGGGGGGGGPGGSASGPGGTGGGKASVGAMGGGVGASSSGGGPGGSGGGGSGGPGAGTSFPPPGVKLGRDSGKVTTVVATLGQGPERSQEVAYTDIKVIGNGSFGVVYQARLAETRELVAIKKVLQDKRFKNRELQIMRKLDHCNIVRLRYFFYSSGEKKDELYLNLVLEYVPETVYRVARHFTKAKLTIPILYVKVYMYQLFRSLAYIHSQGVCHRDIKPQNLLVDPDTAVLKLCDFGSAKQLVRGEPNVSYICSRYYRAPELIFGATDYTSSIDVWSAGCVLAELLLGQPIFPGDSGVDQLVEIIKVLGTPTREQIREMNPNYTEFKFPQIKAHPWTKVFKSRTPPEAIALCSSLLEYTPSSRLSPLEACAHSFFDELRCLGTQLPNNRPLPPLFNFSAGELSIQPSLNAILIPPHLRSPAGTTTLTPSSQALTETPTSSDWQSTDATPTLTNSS
HDAC3 inhib – blocks human histone deacetylase 3. 320,000 compounds, 0.15% hits. recombinant HDAC3, fluorogenic peptide/trypsin coupled, fluorescence. O15379. inhibition, % at 8.3 µM; in the data active means inhibition above about 26%, passing the limit was not always enough; inconclusive means no clear call, values can overlap the other calls
Target sequence (O15379 whole entry, looked up): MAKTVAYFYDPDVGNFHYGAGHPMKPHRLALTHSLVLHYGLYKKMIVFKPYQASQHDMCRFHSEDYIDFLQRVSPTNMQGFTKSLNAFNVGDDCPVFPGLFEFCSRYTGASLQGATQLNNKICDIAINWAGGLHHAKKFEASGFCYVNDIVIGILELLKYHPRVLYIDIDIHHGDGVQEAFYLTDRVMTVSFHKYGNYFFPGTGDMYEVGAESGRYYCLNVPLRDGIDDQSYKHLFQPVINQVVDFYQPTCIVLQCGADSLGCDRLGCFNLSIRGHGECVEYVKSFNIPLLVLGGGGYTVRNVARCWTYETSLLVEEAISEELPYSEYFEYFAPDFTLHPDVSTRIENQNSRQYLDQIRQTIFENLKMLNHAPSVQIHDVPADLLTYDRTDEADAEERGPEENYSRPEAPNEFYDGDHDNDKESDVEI
Starred values were filed as active, the others as inactive; ? = inconclusive. An excerpt; rates above refer to the full screens.

smiles	Dyrk1A ADPGlo	GSK3A inh	HDAC3 inhib
N#Cc1cccc(NC(=O)CN2C(=O)NC3(CCCCCC3)C2=O)c1	-2.8	-3.3	-9.8
O=C(COC(=O)CNS(=O)(=O)c1ccccc1)Nc1ncc(Cl)cc1Cl	-6.1	1.0	2.9
CCN(CC(=O)Nc1ccc(NC(C)=O)cc1)C(=O)c1ccc(COc2ccccc2)o1	-0.8	4.1	-2.2
COc1ccc(CCC(=O)OCC(=O)Nc2sccc2C#N)cc1	-2.0	0.2	-1.9
COc1cccc(NC(=O)COC(=O)c2c(C)noc2C)c1	-0.2	-1.2	-0.5
Cc1cc(C)n2nc(SCC(=O)NC(=O)c3ccc(OC(F)F)cc3)nc2n1	-0.3	-0.4	-2.4
O=C(C[C@@H]1C/C=C\C[C@H](NC(=O)OCC2c3ccccc3-c3ccccc32)C(=O)OC[C@@H]2CCCN2C1=O)N[C@@H](CO)Cc1ccccc1	-0.7	0.8	-3.3
C[C@@]12C(=O)Nc3ccc(F)cc3C(=O)N1[C@H]1c3ccccc3OC[C@@H]1[C@@H]2c1ccccc1	10.3	-1.4	2.9
CC(=O)c1cccc(S(=O)(=O)N2CCC(C(=O)Oc3ccc(-c4nnco4)cc3)CC2)c1	0.3	2.8	4.5
O=S(=O)(Nc1ccc2c(c1)OCO2)c1ccc(Cl)cc1F	-7.6	-5.0	5.6
Cc1ccc(C(=O)OCC(=O)NC2CC2)cc1S(=O)(=O)N1CCOCC1	-0.8	-2.3	-1.3
O=C(COC(=O)c1ccc(OC(F)(F)F)cc1)Nc1ncccn1	11.2	-7.3	-0.3
Cc1ccc(NC(=O)CN(C)C(=O)CSc2ccc3c(c2)OCCO3)cc1	-1.3	-1.9	2.8
CC(NC(=O)COC(=O)CN1C(=O)C2CCCCC2C1=O)c1ccccc1 (stereo unspecified)	-2.7	-2.6	3.4
COc1ccccc1Nc1nnc(SC(C)C(=O)NC2CC2)s1 (stereo unspecified)	7.8	1.0	17.1
CCC/C=C1/CCCOC(C(=O)NCc2ccc(C)o2)(C(F)(F)F)C1 (stereo unspecified)	3.4	-0.3	-0.2
O=C(COC(=O)c1cccs1)Nc1ccc(Cl)cn1	-2.6	-1.3	5.1
CCCn1nc(C(=O)Nc2ccc3c(c2)OCO3)c2ccccc2c1=O	2.3	-0.9	2.9
Cc1cc(C)n2nc(SC(C)C(=O)N(C)C3CCCCC3)nc2n1 (stereo unspecified)	3.8	4.2	6.0
NC(=O)NC(=O)C(c1ccccc1)N1CCN(S(=O)(=O)Cc2ccccc2)CC1 (stereo unspecified)	-1.2	-0.5	0.9
C[C@H](CO)N1C[C@H](C)[C@@H](CN(C)C(=O)Nc2ccc3c(c2)OCO3)Oc2ccc(NC(=O)NC3CCCCC3)cc2C1=O	2.1	-6.3	-7.5
C=CCN1C(=O)C(=O)N(CC(=O)NCC(=O)Nc2ccc(F)c(F)c2F)C1=O	2.2	0.5	-0.5
O=S(=O)(c1ccccc1C(F)(F)F)N1CCN(c2ncnc3sccc23)CC1	3.6	1.2	-2.7
C[C@@H](CN1CCC[C@H]1CN1C(N)=NC[C@@H]1Cc1ccccc1)N1C[C@@H](Cc2ccccc2)N(CCCC2CCCC2)C1=N	2.8	18.7	2.6
CC1(C)OC(=O)C=C[C@]2(C)[C@H]3CC[C@@]4(C)[C@H](c5ccoc5)OC(=O)[C@H]5O[C@]54[C@]3(C)C(=O)C[C@@H]12	-2.6	-2.4	1.4
CN(C(=O)Cn1nc(C(=O)O)c2ccccc2c1=O)C1(C#N)CCCCC1	-3.6	-1.4	-3.2
CCCC1CCc2[nH]nc(C(=O)NN)c2C1 (stereo unspecified)	-1.5	0.2	-4.4
Cc1ccccc1S(=O)(=O)N1[C@@H](c2ccccc2)C(C(=O)O)=CC[C@H]1c1ccc(Cl)cc1	-2.4	1.7	-8.4
COc1cc(OC)cc(-c2cc3ccccc3c(=O)o2)c1	-3.9	0.7	-7.3
Cc1ccccc1OC(=O)c1cccc(S(=O)(=O)N2CCN(C)CC2)c1	1.8	4.0	-4.6
CCc1noc(C)c1C(=O)Nc1nc2c(F)cc(F)cc2s1	1.6	0.2	-1.6
C=CCOCCn1[nH]c2ccccc2c1=O	6.0	-3.2	-13.9
CC(C)NC(=O)Nc1cccc2c1O[C@H](CN(C)C(=O)NC1CCCCC1)[C@@H](C)CN([C@H](C)CO)C2=O	9.1	-3.5	4.2
NC(=O)c1ccnc2c(O)cccc12	-0.4	0.2	0.1
O=C(COC(=O)CCS(=O)(=O)c1ccccc1)Nc1ccccc1	10.4	-4.2	-0.5
O=C1c2ccccc2C(=O)N1CCCCCCc1ccccc1	-16.9	-2.3	0.2
COc1ccc(C(=O)COC(=O)c2ccccn2)cc1OC	-3.2	-6.4	1.7
CN(C(=O)COC(=O)Cc1c[nH]c2ccccc12)c1c(N)n(Cc2ccccc2)c(=O)[nH]c1=O	-6.0	-3.9	-1.5
C#CCOCCOCCOCCNc1nc(N2CCN(C(=O)[C@H](CCCCN)n3cc([C@@H](N)[C@H](C)CC)nn3)CC2)nc(N2CCN(C(=O)[C@H](CCC(=O)O)n3cc([C@@H](N)CCCCN)nn3)CC2)n1	-8.3	1.8	0.7
O=C(c1cccc(S(=O)(=O)N2CCOCC2)c1)N1CCN(c2ccccc2)CC1	2.3	-1.6	1.9

Six entries picked at random from the list so far:
smiles	Dyrk1A ADPGlo	GSK3A inh	HDAC3 inhib
O=C(COC(=O)CCS(=O)(=O)c1ccccc1)Nc1ccccc1	10.4	-4.2	-0.5
COc1ccc(C(=O)COC(=O)c2ccccn2)cc1OC	-3.2	-6.4	1.7
NC(=O)c1ccnc2c(O)cccc12	-0.4	0.2	0.1
CN(C(=O)COC(=O)Cc1c[nH]c2ccccc12)c1c(N)n(Cc2ccccc2)c(=O)[nH]c1=O	-6.0	-3.9	-1.5
C#CCOCCOCCOCCNc1nc(N2CCN(C(=O)[C@H](CCCCN)n3cc([C@@H](N)[C@H](C)CC)nn3)CC2)nc(N2CCN(C(=O)[C@H](CCC(=O)O)n3cc([C@@H](N)CCCCN)nn3)CC2)n1	-8.3	1.8	0.7
O=C1c2ccccc2C(=O)N1CCCCCCc1ccccc1	-16.9	-2.3	0.2

The list goes on.
smiles	Dyrk1A ADPGlo	GSK3A inh	HDAC3 inhib
O=C(COC(=O)C1CC2C=CC1C2)Nc1ccc([N+](=O)[O-])cc1 (stereo unspecified)	0.7	-1.0	3.6
Cc1ccc(Cl)cc1NC(=O)COC(=O)CC1CCCCC1	-1.0	0.4	3.8
CCN(C[C@H]1N[C@@](C)(C(=O)OC)[C@H]2C(=O)N(C)C(=O)[C@@H]12)C(=O)Nc1ccc(C)cc1	-1.7	-0.8	-3.5
O=C(CN1C(=O)NC(c2ccccc2)(c2ccccc2)C1=O)NCCc1ccc(F)cc1	0.2	-0.3	-1.3
Cn1nc(C(=O)OCC(=O)c2ccccc2)c2ccccc2c1=O	-0.3	-1.5	1.1
COc1ccc(-c2sc3cc4c(cc3c2C#CC2(N)CCCCC2)OCO4)cc1	-3.5	0.7	0.9
O=C1CC(c2ccc(O)c(O)c2)Oc2c1ccc(O)c2O (stereo unspecified)	33.7	8.5	0.7
COC(=O)C1=C(C)N(Cc2ccccc2)C(=NCCc2c[nH]c3ccccc23)N[C@H]1c1cccc(F)c1	13.0	3.6	1.0
COC(=O)c1ccc2c(C)c(C3(O)CCCCC3)[nH]c2c1	7.9	-1.1	-217.4
CCOc1ccc(S(=O)(=O)Nc2cccc(C(=O)NCCCn3ccnc3)c2)cc1	1.5	25.2	1.1
O=C(Nc1cccc(S(=O)(=O)N2CCCCC2)c1)c1ccc(N2CCCC2=O)cc1	-4.8	-19.6	1.1
Cc1ccc(-n2nnnc2SCC(=O)c2c(N)n(C3CC3)c(=O)[nH]c2=O)c(C)c1	6.6	0.2	3.2
O=C(OCC(=O)c1ccc(Cl)cc1Cl)c1ccccn1	0.4	-3.7	0.8
CCCN(CC(=O)Nc1ccccc1OC)C(=O)Cn1[nH]c(=O)c2ccccc2c1=O	2.0	0.5	-4.7
CC(C)c1ccc(C2(C)NC(=O)N(CC(=O)N3CCN(C(=O)c4cccs4)CC3)C2=O)cc1 (stereo unspecified)	-4.1	-0.9	3.6
Cc1ccc(S(=O)(=O)N2CCC(C(=O)OC(C)C(=O)NC3CCCCC3C)CC2)cc1C (stereo unspecified)	3.8	-0.6	3.5
CCCCOc1cc(NCc2ccccc2)c2ncn(C(C)C)c2c1	13.4	1.5	4.1
CCCCn1c(N)c(N(C)C(=O)c2ccccc2Oc2ccccc2)c(=O)[nH]c1=O	0.2	8.9	2.4
Cn1ccc(NC(=O)c2ccc([N+](=O)[O-])cc2)n1	2.3	0.2	-2.6
CC(=O)Nc1ccc(C2=CC(=O)C[C@H](c3ccc(Cl)cc3)C2)cc1	-2.2	0.7	6.0
COc1cc(F)c(C2=CC(=O)C[C@H](c3ccc(Cl)cc3)C2)cc1F	12.6	-2.5	-5.3
COc1cccc(NC(=O)CN(C)C(C)C(=O)N2CCCCC2)c1 (stereo unspecified)	-2.6	4.7	5.2
CN(C(=O)COC(=O)CN1C(=O)c2cccc([N+](=O)[O-])c2C1=O)c1ccccc1	2.8	1.0	-4.9
Cc1ccccc1NC(=O)Cc1nc(COC(=O)CCc2ccccc2)cs1	7.3	-44.2	-1.6
COc1cccc(NC(=O)COC(=O)c2sccc2C)c1	0.3	-0.4	1.2
Cc1ccc2c(c1)[C@@H]1[C@H](CO2)[C@H](c2ccccc2)[C@@]2(C)C(=O)N[C@H](C)C(=O)N12	2.7	-1.3	?
O=C(CN1c2cccc3cccc(c23)S1(=O)=O)NCCc1ccccc1	-4.9	-3.0	-14.5
CC1CC(C)CN(C(=O)c2ccc3c(c2)OCCO3)C1 (stereo unspecified)	-1.7	-5.3	1.2
CCOc1cc(N2CCOCC2)c(OCC)cc1NC(=O)c1ccc(OC)c(S(=O)(=O)N2CCOCC2)c1	-6.2	0.7	3.9
CCN(C[C@H]1N[C@@](Cc2ccccc2)(C(=O)OC)[C@H]2C(=O)N(C)C(=O)[C@@H]12)C(=O)Nc1ccc(C(F)(F)F)cc1	-0.4	-2.6	6.5
CN(Cc1ccccc1)C(=O)c1ccc(NC(=O)Cc2cccc(NC(=O)C3CCCN(C(=O)C4CCC4)C3)c2)cc1 (stereo unspecified)	6.0	-6.1	4.0
CCCCCCCC/C=C\CCCCCCCC(=O)NCCc1ccc(O)c(O)c1	12.0	-5.4	12.3
CC(Sc1nnc(NC2CC2)s1)C(=O)Nc1ccc(S(N)(=O)=O)cc1 (stereo unspecified)	-2.8	-4.2	8.3
COc1ccc([C@@H]2CC=C(C(=O)O)[C@H](c3ccccc3)N2S(=O)(=O)c2ccc(C)cc2)cc1OC	3.8	1.0	-3.4
O=C(C[C@H]1C/C=C\C[C@@H](NC(=O)OCC2c3ccccc3-c3ccccc32)C(=O)O[C@@H](c2ccccc2)CNC1=O)N[C@H](CO)Cc1ccccc1	3.7	-1.8	-14.2
Cc1c(Cl)cccc1NC(=O)COC(=O)Cn1cnc2c1c(=O)n(C)c(=O)n2C	-2.9	-1.7	-4.8
COC(=O)c1c(C)[nH]c(C(=O)COc2ccc3ccc(=O)oc3c2)c1C	-2.5	17.8	-5.5
COc1ccccc1C(=O)OCC#CCSc1nnc(-c2cccc3ccccc23)o1	7.2	-0.8	6.9
Cc1ccc(NC(=O)COC(=O)Cn2nc(-c3ccc(F)cc3)oc2=O)cc1C	5.2	-1.8	-2.2
Cc1nn(C2CCS(=O)(=O)C2)c(C)c1CN(C)C(=O)c1ccc(Cl)cc1 (stereo unspecified)	-3.7	-4.7	-2.5
Cc1cc(NC(=O)CSCC(=O)Nc2cc(Cl)ccc2N2CCN(C)CC2)no1	-0.4	0.9	0.6
CC(C)(C)n1ncc2c(=O)n(Cc3ccccc3Br)cnc21	6.5	6.3	-3.0
NC[C@H](O)c1ccc(O)c(O)c1	3.8	0.6	2.9
Nc1c(N(CCC2=CCCCC2)C(=O)COc2ccc(F)cc2)c(=O)[nH]c(=O)n1Cc1ccccc1	0.9	0.5	-30.8
COc1ccccc1C1=CC(=O)C[C@H](c2ccc(Cl)cc2)C1	-1.2	-4.5	-5.0
C[C@H]1COC(=O)[C@@H](Cc2ccc(F)cc2)C/C=C\C[C@H](CC(=O)N(CCO)Cc2ccccc2)C(=O)N1	-4.9	-0.2	-1.1
CC(Sc1nnc(C2CC2)n1C1CC1)C(=O)Nc1cccc(S(=O)(=O)N2CCOCC2)c1 (stereo unspecified)	13.2	-7.0	1.8
COc1ccc(NC(=O)N(C)C[C@H]2Oc3c(NC(=O)c4ccncc4)cccc3C(=O)N([C@H](C)CO)C[C@@H]2C)cc1	5.9	-2.9	1.9
Cc1ccc(C(=O)c2ccc(CC(=O)O)n2C)cc1	-3.5	-4.4	-0.5
O=C(O)[C@H]1CCCN1S(=O)(=O)c1cccc2cccnc12	2.5	-2.6	-1.7
CN(Cc1ccccc1)C(=O)COC(=O)CN1C(=O)c2ccccc2C1=O	0.1	-0.3	-11.6
O=C(CC1C[C@H](C(=O)N2CCOCC2)[C@@]2(CCC3CCCC3)c3[nH]c4ccccc4c3CCN2C1=O)NCCc1ccccn1 (stereo partly specified)	-1.2	1.9	3.8
